SIRT5 block: inhibitors of human sirtuin-5 desuccinylase. Purified SirT5, succinyl-peptide AMC, trypsin-coupled fluorescence. inhibition, % at 15 µM. hit rate 1.1% among 330,000; in the data active means inhibition above about 15%; inconclusive means no clear call, values can overlap the other calls
Target sequence (Q9NXA8 whole entry, looked up): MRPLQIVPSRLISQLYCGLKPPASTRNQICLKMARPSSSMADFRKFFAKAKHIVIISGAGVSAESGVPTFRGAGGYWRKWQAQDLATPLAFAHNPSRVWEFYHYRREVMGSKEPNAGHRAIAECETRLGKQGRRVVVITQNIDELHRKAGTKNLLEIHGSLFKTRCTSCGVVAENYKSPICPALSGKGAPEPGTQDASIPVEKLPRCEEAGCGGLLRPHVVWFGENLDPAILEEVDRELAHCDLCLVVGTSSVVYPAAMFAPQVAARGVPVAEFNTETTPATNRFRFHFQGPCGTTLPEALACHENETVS
miR122 inh: blocks miR-122 activity in Huh7 sensor cells; hit rate 0.3% among 340,000; AID 602342; activation (reporter increase), % at 12.5 µM; Huh7 miR-122 Renilla luciferase sensor, 48 h; neutral wells = 0, positive control = 100;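 active means mean replicate activation score at least 90 and every replicate individually at or above 90; inconclusive means only one of the two criteria met; inactive means neither criterion met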;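 further: higher luciferase means less miR-122 activity so hits act as miR-122 inhibitors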
Cneo AK release: Cryptococcus neoformans lysis via adenylate kinase release. C. neoformans lysis, adenylate kinase release luminescence, 4 h; normalised: neutral wells 0, clomiphene wells 100. hit rate 0.2% among 360,000. lysis activity, % at 15 µM;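 active means mean lysis activity across replicates of at least 80%, whatever share of replicates individually reach that level; inactive means mean lysis activity below 80%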
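read-out = cell lysis signal | test system = log-phase Cryptococcus neoformans yeast cells | input = cells at 5 × 10^6 per mL | medium = fresh YPD growth medium | signal = luminescent adenylate kinase detection reagent | timing = 4 h at 37 °C static, read 1 h later | dosing = single dose | controls = Clomiphene as positive lysis control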
esBAF inh: SWI/SNF esBAF complex inhibition | mouse ES cells, Bmi1-luciferase knock-in reporter, 24 h; 100% = twice the neutral-well signal | hit rate 2% among 350,000 | reporter increase, % at 12.5 µM; in the data active means activation above about 40%; inconclusive means no clear call, values can overlap the other calls;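 further: 0% = median of the plate's neutral control wells and 100% = double that signal; a rise in the Bmi1 reporter signal indicates esBAF inhibition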
ERp5 block: ERp5 (human) disulfide isomerase inhibition; Q15084; ERp5 insulin aggregation, absorbance 650 nm, 90 min; inhibition, % at 9.99 µM; hit rate 0.05% among 350,000; AID 651711;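 active means mean replicate inhibition above about 25%, with every replicate also reaching it, limit read from the data, passing the limit was not always enough; inconclusive means only one of those two criteria met; inactive means neither criterion met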
Target sequence (Q15084 whole entry, looked up): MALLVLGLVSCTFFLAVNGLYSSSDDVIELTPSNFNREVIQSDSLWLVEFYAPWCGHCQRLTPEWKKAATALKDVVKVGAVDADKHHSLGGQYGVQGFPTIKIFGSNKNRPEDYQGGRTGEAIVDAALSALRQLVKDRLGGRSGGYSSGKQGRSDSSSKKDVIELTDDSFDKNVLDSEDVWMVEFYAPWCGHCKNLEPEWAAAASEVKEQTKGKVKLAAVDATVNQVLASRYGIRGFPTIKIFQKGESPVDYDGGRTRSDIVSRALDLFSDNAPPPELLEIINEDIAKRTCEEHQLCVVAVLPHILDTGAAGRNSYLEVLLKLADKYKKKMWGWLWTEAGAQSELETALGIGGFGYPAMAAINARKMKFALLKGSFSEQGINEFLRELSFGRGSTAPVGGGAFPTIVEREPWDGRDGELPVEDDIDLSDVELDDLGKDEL
ARNT-TACC3 inh: disruptors of human ARNT/TACC3 interaction. AlphaScreen His-ARNT PAS-B/GST-TACC3 binding, luminescence; TACC3 fragment carries E629A point mutation. AID 623870. hit rate 0.66% among 390,000. inhibition, % at 9.99 µM. Q9Y6A5;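 active means mean inhibition of replicates at least 50% and at least half of replicates each reaching 50%; inconclusive means half or more replicates reach 50% but mean below 50%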;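 further: 0% = complete ARNT plus TACC3 wells and 100% = ARNT alone without TACC3; many hits fall short of the cut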
Statin myotox sup: protects C2C12 myotubes from simvastatin toxicity. ATP luminescence, 48 h; scaled: DMSO 0, geranylgeraniol control 100. rescue of ATP level, % at 7.49 µM. hit rate 0.78% among 330,000. AID 602340;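 active means mean ATP rescue above about 67%, or every replicate alone reaching that limit, limit read from the data, passing the limit was not always enough; inconclusive means no clear call, values can overlap the other calls; inactive means mean under the limit and some replicate under it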;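 further: myotubes were challenged with 10 µM simvastatin during compound exposure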
The depositor's hits bear a star; ? = inconclusive; / = no result given; [ ] = dose if it differs, or a comment.

entry	Compound	miR122 inh	SIRT5 block	ARNT-TACC3 inh	Cneo AK release	esBAF inh	Statin myotox sup	ERp5 block
1	CCCN1C[C@@H](C)[C@H](OC)CN(C)C(=O)c2ccc(NS(=O)(=O)c3ccccc3)cc2OC[C@@H]1C	-17[16.7 µM]	1	-16	-1	0	-9	-2
2	COc1cc(C=O)cc(OC)c1OS(=O)(=O)c1ccc(NC(C)=O)cc1	3	/	-2	-1	-1	-12	/
3	CCC(=O)N(C)C[C@@H]1Oc2cc(C#CC3(O)CCCC3)ccc2S(=O)(=O)N([C@H](C)CO)C[C@@H]1C	6[16.7 µM]	0	-4	-3	-5	-8	9
4	Cc1ccc(NC(=O)CSCc2c(C)noc2C)cc1C	-2	/	-6	0	-2	-6	/
5	COC(=O)c1c(NC(C)=O)sc2c1CCN(Cc1ccccc1)C2	2	18*	-12	-1	8	5	10
6	CN(C)S(=O)(=O)c1ccc(N2CCCC2)c(C(=O)NCC(=O)Nc2ccc(F)c(F)c2)c1	14	-1	5	-1	13	7	2
7	CCC(C)Sc1nc2ccccc2n1CC(=O)O (stereo not drawn)	-6	/	-1	6	3	-15	/
8	CCOC(=O)c1nnn(-c2ccc([N+](=O)[O-])cc2)c1C	/	-8	1	/	/	/	2
9	CC(NC(=O)c1ccco1)C1COc2ccccc2O1 (stereo not drawn)	/	/	-2	0	-8	8	/
10	NC(=O)c1nsc(C(=O)N(Cc2ccc(F)cc2)C(C(=O)NCC2CCCO2)c2ccc(O)cc2)c1N (stereo not drawn)	0	0	-1	7	3	-1	-4
11	OCCCN1c2ccccc2Nc2nnc(-c3ccccc3)cc21	2	/	2	-8	45*	-45	/
12	CN1CCN(CCCNC(=O)CCN2C(=O)COc3ccccc32)CC1	6	-9	-9	0	2	0	-2
13	CCCCC1(C)NC(=O)N(CC(=O)N2CCc3ccccc32)C1=O (stereo not drawn)	1	-1	/	1	0	5	0
14	Cc1noc(C)c1NC(=O)N(C)C[C@@H]1OCCCC[C@H](C)Oc2ccc(NS(=O)(=O)c3cccs3)cc2C(=O)N([C@@H](C)CO)C[C@H]1C	8[16.7 µM]	-2	-1	-2	-2	/	1
15	Cc1ccc(CN(C)C(=O)c2ccc(S(=O)(=O)N(C)c3ccccc3)cc2)o1	-5	-8	-2	-2	/	-35	0
16	O=C1CSC(=S)N1/N=C/c1cc(Br)c(O)c(Br)c1	-5	/	/	1	-14	0	/
17	Cc1ccc(OCCN2C(=O)c3ccccc3C2=O)cc1	1	/	4	3	9	-12	/
18	Nc1cc(=O)[nH]c(SCC(=O)Nc2cc([N+](=O)[O-])ccc2Cl)n1	-8	-5	-4	/	-4	2	1
19	O=C(CN1C(=O)NC2(CCCC2)C1=O)Nc1nc2c(F)cc(F)cc2s1	7	3	0	2	/	-14	-1
20	O=C(NNc1cccc(Cl)n1)c1c(F)cccc1F	/	2	1	/	/	/	4
21	COc1ccc(OC)c(NC(=O)C23CCC(C)(C(=O)C2)C3(C)C)c1 (stereo not drawn)	1	/	1	4	-1	10	/
22	CC1CCCN(C(c2cccs2)c2nnnn2Cc2ccccc2)C1 (stereo not drawn)	15	/	-2	0	/	/	/
23	CSc1nc(N)c2c(C)c(C)sc2n1	/	-1	-12	/	/	/	2
24	C[C@@H]1CCCCO[C@@H](CN(C)Cc2ccncc2)[C@@H](C)CN([C@H](C)CO)C(=O)c2cc(NC(=O)NC3CCCCC3)ccc2O1	-1[16.7 µM]	-3	-6	1	-1	7	6
25	O=C(O)CN=C1NC2(CCCC2)Cc2ccccc21	-6	/	-4	1	-3	-2	/

Looked up above:
SIRT5 block result of #24 → -3
ARNT-TACC3 inh result of #9 → -2
esBAF inh result of #18 → -4
miR122 inh result of #7 → -6
miR122 inh result of #16 → -5

(more compounds)
entry	Compound	miR122 inh	SIRT5 block	ARNT-TACC3 inh	Cneo AK release	esBAF inh	Statin myotox sup	ERp5 block
26	COc1cccc(C2CC(=O)Nc3n[nH]c(-c4ccccc4)c32)c1OC (stereo not drawn)	-25	-11	-3	-2	0	20	-1
27	CC(=O)N1CCN(S(=O)(=O)c2cccc(C(=O)Nc3ccccc3N3CCCCC3)c2)CC1	-1	-3	-8	7	1	15	0
28	CCN1CCN(CC(=O)Nc2cc3c(cc2C(C)=O)OCO3)CC1	-1	-1	-2	1	-8	10	2
29	C[C@H](CO)N1C[C@H](C)[C@@H](CN(C)C(=O)Nc2ccc3c(c2)OCO3)Oc2ccc(NC(=O)Cc3cn(C)c4ccccc34)cc2CC1=O	8[16.7 µM]	7	-11	0	3	19	-6
30	CC1(C)CC2(C)Nc3ccccc3N2C(=S)N1 (stereo not drawn)	-4	/	8	1	/	/	/
31	CC(C)(C)C(=O)NC(=S)Nc1ccc(Cc2ccncc2)cc1	2	/	-2	0	4	-6	-1
32	O=C1CC(Sc2ncccn2)C(=O)N1c1ccccc1C(F)(F)F (stereo not drawn)	-4	/	-1	-3	3	6	/
33	CCCCC(=O)Nc1ccc2c(c1)nc1n2CCSC1	-5	/	1	-2	/	/	/
34	C[C@@H]1CN([C@@H](C)CO)C(=O)c2cc(NC(=O)c3ccccc3)ccc2O[C@@H](C)CCCCO[C@H]1CN(C)C(=O)Nc1ccc2c(c1)OCO2	1[16.7 µM]	1	0	-5	2	/	-1
35	C[C@@H]1CCCCO[C@@H](CN(C)C(=O)Nc2ccc3c(c2)OCO3)[C@@H](C)CN([C@@H](C)CO)C(=O)c2cc(NC(=O)Nc3ccc(F)cc3)ccc2O1	-15[16.7 µM]	-2	-3	1	0	/	-1
36	CCN(CC)S(=O)(=O)c1cccc(-c2nnc(SCC(=O)NC3CCCCCCC3)n2N)c1	1	/	-18	0	-3	-8	/
37	CCOc1ccccc1N1CCN(C(=O)CCCc2nc3ccccc3s2)CC1	/	-4	2	/	/	/	-1
38	CC(c1ccccc1)N(CC(=O)NC1CCCCC1)S(=O)(=O)c1cccc(C(F)(F)F)c1 (stereo not drawn)	11	9	-5	1	/	/	1
39	C[C@@H](O)C#Cc1ccc([C@@H]2[C@H](CO)N3CCCCN(S(=O)(=O)Cc4ccccc4)C[C@@H]23)cc1	-3[16.7 µM]	-1	4	-4	-4	-39	8
40	N#CC1=C2SCC(O)(c3ccccc3)N2C(=O)CC1c1cccs1 (stereo not drawn)	54	0	12	-2	-4	-203	1
41	CCc1ccccc1NS(=O)(=O)Cc1ccccc1	-2	-2	-4	-3	4	-7	-1
42	Cn1cncc1C#Cc1ccc2cc(C3(O)CCCCC3)oc(=O)c2c1	-1	/	-4	-1	4	1	/
43	COC(=O)c1ccc(C)c(-n2c(=O)n(Cc3ccccc3)c(=O)c3[nH]cnc32)c1	/	0	-24	-5	4	?	-2
44	CCC(=O)c1ccc(N2CCOCC2)c(F)c1	2	/	/	3	-1	0	/
45	CN(C)C(=O)[C@@H]1[C@@H](CO)[C@@H]2Cn3c(ccc(-c4ccccc4F)c3=O)[C@@H]2N1C(=O)C1CC1	5[16.7 µM]	-3	1	-1	-4	-7	-12
46	CCS(=O)(=O)Nc1ccc2c(c1)C(=O)N(C)[C@@H]1CC[C@H](CC(=O)N3CCCCC3)O[C@H]1CO2	-7[16.7 µM]	0	-4	-1	-1	0	-2
47	COc1ccc2c(c1)[nH]c1c(=O)n(/N=C/c3ccc(OC)c(CN4CCCCC4)c3)cnc12	/	-4	-3	0	/	/	-7
48	COCC(=O)N(C)C[C@H]1Oc2ncc(-c3ccc(F)cc3)cc2C(=O)N([C@@H](C)CO)C[C@H]1C	-8[16.7 µM]	2	38	4	-3	0	7
49	CCOC(=O)c1ccc(NC(=O)Nc2ccc(S(N)(=O)=O)cc2)cc1	5	/	-3	/	-3	-7	/
50	CCOc1ccc2oc(C(=O)NC3CCN(Cc4ccccc4)CC3)c(C)c2c1	8	0	-2	3	1	-32	11

An excerpt from above, showing only ARNT-TACC3 inh:
| cpd | SMILES | ARNT-TACC3 inh |
| --- | --- | --- |
| 42 | Cn1cncc1C#Cc1ccc2cc(C3(O)CCCCC3)oc(=O)c2c1 | -4 |
| 40 | N#CC1=C2SCC(O)(c3ccccc3)N2C(=O)CC1c1cccs1 (stereo not drawn) | 12 |
| 36 | CCN(CC)S(=O)(=O)c1cccc(-c2nnc(SCC(=O)NC3CCCCCCC3)n2N)c1 | -18 |

More records:
entry	Compound	miR122 inh	SIRT5 block	ARNT-TACC3 inh	Cneo AK release	esBAF inh	Statin myotox sup	ERp5 block
51	COc1cc(C2N(Cc3ccccc3)CCN2Cc2ccccc2)ccc1OC(C)=O	-5	0	10	0	-4	8	-3
52	CC(C)CNC(=O)c1ccc2c(c1)C(=O)N(C1CCCCC1)C2=O	5	/	16	2	4	-16	1
53	COc1cc(C2NC(=O)NC(O)(C(F)(F)F)C2C(C)=O)cc(OC)c1OC (stereo not drawn)	/	-2	-8	/	/	/	3
54	CC(=O)Nc1ccc2nc(CN3CCN(CC=C(C)C)C(CCO)C3)ccc2c1 (stereo not drawn)	/	-1	-4	/	/	/	5
55	COc1ccccc1NC(=O)N(Cc1ccccc1)C1=NCC(C)S1 (stereo not drawn)	-9	/	4	2	-5	-3	/
56	O=C(NCC1CCCO1)C1CCCN1C(=O)Nc1ccc(Cl)cc1 (stereo not drawn)	/	-2	0	/	/	/	-2
57	COc1cccc(N2CCN(C3C4CC5CC(C4)CC3C5)CC2)c1 (stereo not drawn)	4	/	5	-2	10	-20	/
58	C[C@H]1CN([C@@H](C)CO)C(=O)CCCn2cc(nn2)CO[C@H]1CN(C)Cc1ccc(Oc2ccccc2)cc1	3[16.7 µM]	-4	0	-18	-1	12	8
59	O=C(Nc1ccccc1)ON=C1CCCC1	-1	1	-4	3	/	/	9
60	C[C@@H]1CN([C@H](C)CO)C(=O)c2cccc(NC(=O)C3CCCCC3)c2O[C@H]1CN(C)Cc1ccc2c(c1)OCO2	49[16.7 µM]	4	5	-1	4	1	3
61	COc1cc2c(cc1OC)CN(CC(=O)NC(=O)NC(C)(C)C)CC2	/	-6	4	/	/	/	-6
62	CCN(CC)C(=O)c1sc2nc(-c3cccs3)cc(-c3cccs3)c2c1N	0	-21	4	/	0	-24	-2
63	O=C(Cn1cnc2nc3n(c2c1=O)CCC3)NCc1ccccc1	/	-3	-11	/	/	/	1
64	N#Cc1ccc(-c2ccc3c(c2)[C@H]2[C@H](CCN2C(=O)CN2CCOCC2)[C@H](CO)N3)cc1	-6[16.7 µM]	-9	-2	0	20	13	-1
65	O=C(Cn1c(=O)c2cccn2c2ccccc21)Nc1ccc(F)cc1F	5	-2	-2	-1	4	-5	2

5 entries drawn at random from those above, as already listed:
entry	Compound	miR122 inh	SIRT5 block	ARNT-TACC3 inh	Cneo AK release	esBAF inh	Statin myotox sup	ERp5 block
48	COCC(=O)N(C)C[C@H]1Oc2ncc(-c3ccc(F)cc3)cc2C(=O)N([C@@H](C)CO)C[C@H]1C	-8[16.7 µM]	2	38	4	-3	0	7
40	N#CC1=C2SCC(O)(c3ccccc3)N2C(=O)CC1c1cccs1 (stereo not drawn)	54	0	12	-2	-4	-203	1
37	CCOc1ccccc1N1CCN(C(=O)CCCc2nc3ccccc3s2)CC1	/	-4	2	/	/	/	-1
39	C[C@@H](O)C#Cc1ccc([C@@H]2[C@H](CO)N3CCCCN(S(=O)(=O)Cc4ccccc4)C[C@@H]23)cc1	-3[16.7 µM]	-1	4	-4	-4	-39	8
17	Cc1ccc(OCCN2C(=O)c3ccccc3C2=O)cc1	1	/	4	3	9	-12	/
